# Compound activity deposited in PubChem BioAssay by National Center for Advancing Translational Sciences (NCATS).
# TRb-SRC2 inh = qHTS for Inhibitors of the Interaction of Thyroid Hormone Receptor and Steroid Receptor Coregulator 2 | Thyroid hormone receptor beta (Homo sapiens), P10828 | TRbeta-SRC2 peptide binding, fluorescence polarization; receptor liganded with 1 µM T3 | Potency, µM (doses to about 106 µM), for the others: at the highest dose activity change, negative = inhibition, usual class: inhibitors | 280,000 compounds, 0.065% hits | AID 1469, 2008;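 also: plate controls were bound peptide for no effect and peptide without receptor for full effect; nearly all actives have a fitted effect of over 50% in size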
# Target sequence (P10828 whole entry, looked up): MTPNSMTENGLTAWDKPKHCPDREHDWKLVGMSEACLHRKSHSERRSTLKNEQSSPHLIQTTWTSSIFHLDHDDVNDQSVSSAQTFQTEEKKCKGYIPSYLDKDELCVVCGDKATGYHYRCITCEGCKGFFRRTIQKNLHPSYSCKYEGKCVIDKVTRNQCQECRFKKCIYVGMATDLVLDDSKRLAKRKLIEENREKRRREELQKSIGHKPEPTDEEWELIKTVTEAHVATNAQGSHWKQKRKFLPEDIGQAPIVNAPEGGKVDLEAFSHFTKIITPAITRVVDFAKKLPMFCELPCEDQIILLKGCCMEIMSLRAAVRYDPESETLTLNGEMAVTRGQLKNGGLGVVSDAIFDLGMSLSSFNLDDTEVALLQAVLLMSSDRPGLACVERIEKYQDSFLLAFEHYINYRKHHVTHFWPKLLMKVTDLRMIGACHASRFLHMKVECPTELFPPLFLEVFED
#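 Fluorescence polarization of 20 nM Texas Red SRC2 peptide with 0.6 uM human TRb ligand-binding domain, in Tris buffer with 1uM T3 and 5% DMSO. Incubated 5 hr ambient; normalized to unbound and bound controls.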
# ALDH1A1 inh = qHTS Assay for Inhibitors of Aldehyde Dehydrogenase 1 (ALDH1A1) | Potency, µM (doses to about 75.3 µM), inactives show at the top dose activity, negative = inhibition, hits mostly inhibitors | 220,000 compounds, 7.3% hits | Aldehyde dehydrogenase 1A1 (Homo sapiens), P00352 | Purified ALDH1A1, NADH fluorescence, propionaldehyde substrate | AID 1030, 2008; active = well fitted inhibition curve with a large enough effect, not every such curve was filed as active; inconclusive = small, poorly fitted or top-dose-only effect, or another doubt; inactive = no such curve, though single readings can be large or run the other way;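 also: plate controls were no enzyme wells and a reference inhibitor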
# RECQ1 inh = qHTS Assay for Inhibitors of RecQ-Like Dna Helicase 1 (RECQ1). RECQ1 DNA unwinding, red fluorescence kinetic read. 240,000 compounds, 0.54% hits. Potency, µM (doses to about 57.3 µM), for the others: at the highest dose activity, negative = inhibition, most hits filed as inhibitors. ATP-dependent DNA helicase Q1 (Homo sapiens), P46063;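 also: plate controls were vehicle for no effect and no enzyme for full effect; nearly all actives have a fitted effect of over 30% in size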
#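 50 nM RECQ1T1 preincubated 15 min with compound in Tris pH 8.0 buffer with MgCl2, DTT, Tween-20 and 2.5 ug/ml poly(dI-dC); started with 200 nM TAMRA/BHQ-2 forked duplex and 2 mM ATP. Unwinding read as fluorescence (525/598 nm), two reads 2 h apart.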
# Lamin A splicing = qHTS Assay for Modulators of Lamin A Splicing; 200,000 compounds, 0.01% hits; HeLa LMNA splicing GFP/RFP minigene ratio, 48 h; AID 1487, 2009; Potency, µM (series often up to 46.1 µM), for inactives: at the highest dose ratio change, negative = inhibition, hits mostly inhibitors; active = well fitted inhibition curve with a large enough effect in the signal ratio, with a control signal flat, not every such curve was filed as active; inconclusive = small, poorly fitted or top-dose-only effect, or effect the other way, or a change in a side signal; the % refers to the signal ratio; also: % is scaled to controls: 0 for no effect and ±100 for the full control effect
#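 Read-out is the ratio of GFP to DsRed2 object intensity, acquired by 488 nm laser-scanning cytometry on HeLa lamin A-EGFP minigene reporter cells. Compound incubation 48 hrs at 37 °C in Opti-MEM with 2% FBS; DMSO 0.5% final.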
# JMJD2E inh = qHTS Assay for Inhibitors of Human Jumonji Domain Containing 2E (JMJD2E); 230,000 compounds, 1.6% hits; JMJD2E catalytic domain, FDH-coupled NADH fluorescence (FDH is formaldehyde dehydrogenase); AID 2147, 2009; Lysine-specific demethylase 4E (Homo sapiens), B2RXH2; Potency, µM (doses to about 57.1 µM), inactives show at the highest dose activity change, negative = inhibition, hits mostly inhibitors; active = well fitted inhibition curve with a large enough effect, not every such curve was filed as active; inconclusive = small, poorly fitted or top-dose-only effect, or another doubt; inactive = no such curve, though single readings can be large or run the other way;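 also: 0% = wells with enzyme and -100% = buffer wells without enzyme; nearly all actives have a fitted effect of over 50% in size; many of its hits are not listed in these tables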
# Target sequence (B2RXH2 1-337 limits assumed): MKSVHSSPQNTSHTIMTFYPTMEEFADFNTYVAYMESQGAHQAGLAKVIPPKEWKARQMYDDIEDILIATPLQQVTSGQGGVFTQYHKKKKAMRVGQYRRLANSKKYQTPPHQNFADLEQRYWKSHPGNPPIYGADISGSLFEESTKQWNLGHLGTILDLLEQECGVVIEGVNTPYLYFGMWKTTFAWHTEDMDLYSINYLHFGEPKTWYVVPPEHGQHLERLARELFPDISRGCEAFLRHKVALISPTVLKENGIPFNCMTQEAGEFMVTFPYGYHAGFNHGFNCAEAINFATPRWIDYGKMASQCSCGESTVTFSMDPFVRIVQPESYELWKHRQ
# TexasRed fluor = Total Fluorescence Counterscreen for Inhibitors of the Interaction of Thyroid Hormone Receptor and Steroid Receptor Coregulator 2. TRb/SRC2 Texas Red total fluorescence interference. Potency, µM (highest dose often 106 µM), inactives show at the highest dose fluorescence change, negative = quenching. 280,000 compounds, 0.29% hits; active = well fitted curve in either direction with a large enough effect; inconclusive = small, poorly fitted or top-dose-only effect; also: % is scaled to controls: 0 for no effect and ±100 for the full control effect
#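 Flags fluorescent or light-absorbing compounds by total fluorescence, S + 2P, at 555 nm excitation and 632 nm emission. Mixture: 20 nM Texas Red SRC2 peptide, 0.6 uM human TRb LBD, 1 uM T3, 5% DMSO; compound exposure 5 h at ambient temperature.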
# RGS12 GoLoco inh = qHTS Assay for Inhibitors of RGS12 GoLoco Motif Activity (Red Fluorophore); Guanine nucleotide-binding protein G(i) subunit alpha-1 (Homo sapiens), P63096; Gai1:RGS12 GoLoco peptide FP, rhodamine, 10 min; Potency, µM (series often up to 61.6 µM), without a hit: at the top dose activity, negative = inhibition, most hits filed as inhibitors; 230,000 compounds, 0.44% hits; active = well fitted inhibition curve with a large enough effect, not every such curve was filed as active; inactive = no such curve, though single readings can be large or run the other way; also: % is scaled to controls: 0 for no effect and ±100 for the full control effect; nearly all actives have a fitted effect of over 30% in size; many of its hits are not listed in these tables
# SMN2 splice enh = qHTS Assay for Enhancers of SMN2 Splice Variant Expression. Potency, µM (highest dose often 46.1 µM), without a hit: at the highest dose activity change, positive = activation, actives largely listed as activators. HEK293 SMN2-luciferase splicing reporter, luminescence, 30-36 h. 210,000 compounds, 2.8% hits; also: % of control where 0% means no effect; nearly all actives have a fitted effect of over 55% in size
#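 qHTS luciferase splicing reporter: luminescence rises when SMN2 exon 7 is included in transfected HEK293 cells. Compound exposure lasted 30-36 h at 37C, with 4.5 mM final sodium butyrate as control, followed by a ONE-Glo read.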
# Active calls of the source: *; i = inactive; u = inconclusive; x = no result given; & = joins results of further samples; [ ] = another dose, or the depositor's remark. Unless noted, calls follow the shape of the dose curve; as a rule, active = well fitted curve in the direction sought with a large enough effect; inconclusive = small, poorly fitted or top-dose-only effect, or another doubt; inactive = no such curve, though single readings can be large; an effect the other way counts as inactive or inconclusive. Potency is read from the fitted curve at half-maximal effect. A portion of the library (hit frequency here may not be typical).
SMILES,TRb-SRC2 inh,ALDH1A1 inh,RECQ1 inh,Lamin A splicing,JMJD2E inh,TexasRed fluor,RGS12 GoLoco inh,SMN2 splice enh
COc1ccccc1C1SCCN1C(=O)c1ccc([N+](=O)[O-])cc1 (configuration not stated),4%,-1%,8%,-6%,-4%,0%,-5%,-5%
O=[N+]([O-])c1ccc(/C=N/Nc2nc(N3CCOCC3)nc(N3CCOCC3)n2)cc1,-6%,0%,i,18%[46 µM],-2%,0%,15%,3%
CC(Sc1nncn1C)C(=O)NCc1ccc2c(c1)OCO2 (configuration not stated),-4%,11%,-6%,x,4%,-1%,4%,u
O=C(Cn1c(COc2ccccc2)nc2ccccc21)Nc1cc(Cl)ccc1Cl,1%,5%,-6%,-1%,8%,0%,4%,6%
CC1=NN(c2ccccc2)C(=O)C1N=Nc1ccccc1 (configuration not stated),1%,19%,-1%,u,7%,-5%,1%,14µM*
CCCC1(C(=O)OC)NC(c2cc(OC)c(OC)c(OC)c2)C2C(=O)N(CC)C(=O)C21 (configuration not stated),0%,12%,1%,-8%,-2%,0%,6%,-5%
CN(Cc1ccccc1)C(NC(=O)c1ccccc1)C(Cl)(Cl)Cl (configuration not stated),11%,u,-6%,-14%[0.0737 µM],u,2%,-1%,11%
O=C(Nc1ccccc1)c1nn(-c2cccc(C(F)(F)F)c2)ccc1=O,-1%,-10%,i,x,4%,-5%,9%,-1%
COc1ccc(OC)c(-n2c(=S)[nH]c3cc(C(=O)N4CCC(C(N)=O)CC4)ccc3c2=O)c1,1%,7%,3%,-8%,9%,-3%,-3%,6%
CCc1ccccc1NC(=O)C(C)n1nc([N+](=O)[O-])c(Br)c1C (configuration not stated),-5%,2%,13%,5%,-2%,-3%,2%,-14%
Cc1nnc(NC(=O)c2cccc(S(=O)(=O)N3CC(c4ccccc4)CC3=O)c2)s1 (configuration not stated),-1%,-1%,-6%,4%,-3%,-5%,15%,-4%
CC(C)(C)NC(=O)c1ccccc1-c1nc2ccccc2s1,3%,x,21%,x,1%,-3%,1%,x
O=C1NCCCc2c1no[n+]2[O-],-4%,u,-8%,-1%,7%,-5%,-4%,12%
C/C(NCc1cccnc1)=C(\C#N)C(=O)NCc1ccccc1,-9%,u,-1%,17%,-8%,-1%,1%,-12%
Cc1cccc(C(=O)NC(=S)Nc2ccccc2C(F)(F)F)c1,2%,18µM*,-8%,-12%,3%,0%,4%,2%
COC(=O)CSc1cnc2ccccc2n1,5%,-2%,i,-6%,1%,-2%,-5%,-13%
O=C1C2C3C=CC(C3)C2C(=O)N1CN(Cc1ccccc1)CN1C(=O)C2C3C=CC(C3)C2C1=O (configuration not stated),-19%,2%,-3%,10%,150%[activator],-1%,2%,-16%
CC(=O)Nc1ccccc1C(=O)C(=O)Nc1ccc(C)c(F)c1,-2%,-1%,5%,u,-1%,-4%,-3%,6.3µM*
Cc1ccc(NC(=O)CCCN2C(=O)c3cccc4cccc(c34)C2=O)cc1,0%,u,-13%,1%,8%,u,12%,3%
O=C(CO/N=C/c1ccc(OC(F)F)cc1)NC1CCCC1,0%,1%,i,-7%[46 µM],16%,2%,4%,-6%
Cc1nn(-c2ccccc2)cc1/C=N/NC(N)=S,4%,x,i,x,0%,-1%,8%,x
Cc1nc([N+](=O)[O-])c(Sc2nc3ccccc3[nH]2)n1Cc1ccccc1,2%,-8%,-3%,u,3%,-2%,5%,5%
Cc1ccc(-c2nc(NC(=O)c3nn(C)cc3[N+](=O)[O-])sc2C)cc1,2%,6%,i,u,0%,3%,10%,-17%
NC(=O)c1cc(C(=O)c2ccccc2Cl)c[nH]1,0%,8.9µM*,i,x,2%,-7%,13%,-2%
COc1ccc(-c2cc(C(=O)OCC(=O)N3CCCC3)c3ccccc3n2)cc1,-7%,u,6%,-6%,u,-3%,13%,32%

# Three entries from above, with values under each structure:
# The line under a structure holds: TRb-SRC2 inh	ALDH1A1 inh	RECQ1 inh	Lamin A splicing	JMJD2E inh	TexasRed fluor	RGS12 GoLoco inh	SMN2 splice enh
- COC(=O)CSc1cnc2ccccc2n1
  5%	-2%	i	-6%	1%	-2%	-5%	-13%
- COc1ccccc1C1SCCN1C(=O)c1ccc([N+](=O)[O-])cc1 (configuration not stated)
  4%	-1%	8%	-6%	-4%	0%	-5%	-5%
- Cc1nnc(NC(=O)c2cccc(S(=O)(=O)N3CC(c4ccccc4)CC3=O)c2)s1 (configuration not stated)
  -1%	-1%	-6%	4%	-3%	-5%	15%	-4%

# Following part
SMILES,TRb-SRC2 inh,ALDH1A1 inh,RECQ1 inh,Lamin A splicing,JMJD2E inh,TexasRed fluor,RGS12 GoLoco inh,SMN2 splice enh
c1ccc(-c2nc(-n3nc4ccccc4n3)nc3ccccc23)cc1,2%,u,-2%,5%,u,-2%,20%,-17%
CS(=O)(=O)Nc1cccc(-c2ccc3ncnc(N4CCNCC4)c3c2)c1,x,-3%,-3%,u,x,x,9%,x
CC(C)CC(=O)Nc1ccc(N2CCOCC2)cc1,10%,u,i,3%,-7%,0%,-19%,7%
CC1=CC=CN2CC(O)CN=C12 (configuration not stated),-14%,u,-10%,20%,u,2%,6%,9%
CC(OC(=O)c1ccccc1Oc1ccccc1)C(=O)NC1CC1 (configuration not stated),-13%,10%,-4%,-11%[46 µM],-4%,0%,-8%,-10%
Cc1c(Cl)cccc1NC(=S)N1CCC(N(C)CC2CCCO2)CC1 (configuration not stated),2%,2%,9%,x,2%,-1%,-13%,-21%
O=C(Cc1ccccc1)Nc1ccc2oc(-c3cccnc3)nc2c1,-13%,u,i,8%,u,0%,10%,12%
COc1ccccc1/C=C/C1=CC2(C)CC1(C)C(c1ccccc1OC)CC2=O (configuration not stated),5%[11.2 µM],9%[13.5 µM],-3%[11.5 µM],x,x,-1%[11.2 µM],x,x
CC1CCCCC1NC(=O)CN(C)S(=O)(=O)c1cccc2nsnc12 (configuration not stated),-1%,-3%,-14%,-7%,5%,-3%,8%,-7%
O=C1c2ccccc2C(=O)N1c1nc2nccc(-c3ccccc3)n2n1,-4%,13%,i,8%,-21%,3%,5%,-17%
Cc1cccc(NC(=O)NCC(F)(F)F)n1,-6%,8%,-10%,-2%,5%,-3%,11%,-3%
CC[C@H]1C(c2cccc(C)c2)=NN(c2ccccc2)[C@@H]1CO,10%,u,-13%[81.1 µM],x,x,0%,21%[88.7 µM],x
CN(C)N1C(N)=C(C#N)C(c2ccccc2)C2=C1CCCC2=O (configuration not stated),0%,-7%,i,x,-7%,-2%,0%,-8%
CCOP(=O)(c1ccccc1Cl)C1(O)CCCCC1 (configuration not stated),-14%,1%,2%,2%,-1%,-1%,3%,-13%
O=C(O)CCN1CC2([N+](=O)[O-])C=CC(=O)C([N+](=O)[O-])(C1)C2CC(=O)c1ccccc1 (configuration not stated),-5%,u,-6%,-2%,5%,-5%,-6%,2%
Cc1ccc(-c2cn3c(n2)CCCC3)cc1,1%,u,-4%,u,-2%,-1%,-1%,-25%
COCCN(C(=O)c1ccco1)c1nnc(-c2ccc(OC)cc2)s1,-7%,-13%,-11%,-2%,u,-3%,4%,27%
CCOC(=O)C1CCCN(C(=O)c2cc3nc(-c4ccc5c(c4)OCO5)cc(C(F)(F)F)n3n2)C1 (configuration not stated),8%,u,-7%,10%,u,-3%,5%,-6%
Cc1ccn(CC(C)C(=O)O)n1 (configuration not stated),-6%,-12%,2%,-10%[46 µM],-24%,0%,0%,x
O=C(Nc1ccccc1C(=O)NC(Cc1c[nH]c2ccccc12)C(=O)O)c1ccccc1 (configuration not stated),5%,-10%,i,x,-15%,-5%,8%,x
Brc1ccc2nc3c(n2c1)CCCC3,-14%,2%,-14%,4%,6%,0%,11%,-2%
NC(=O)NCc1ccccc1,5%&-3%,10%&4%,-11%,x,5%&3%,-9%&0%,5%&-8%,3%
CC(C)(C)c1ccc(-c2nc3n(c(=O)c2C#N)CCS3)cc1,6%,u,-9%,x,u,-3%,23%,-9%
O=C(NCCOC(=O)c1ccncc1)c1ccccc1,8%,10%,-11%,0%,-2%,1%,2%,11%

# Molecules shown so far containing a nitro group on carbon (6):
SMILES,TRb-SRC2 inh,ALDH1A1 inh,RECQ1 inh,Lamin A splicing,JMJD2E inh,TexasRed fluor,RGS12 GoLoco inh,SMN2 splice enh
COc1ccccc1C1SCCN1C(=O)c1ccc([N+](=O)[O-])cc1 (configuration not stated),4%,-1%,8%,-6%,-4%,0%,-5%,-5%
O=[N+]([O-])c1ccc(/C=N/Nc2nc(N3CCOCC3)nc(N3CCOCC3)n2)cc1,-6%,0%,i,18%[46 µM],-2%,0%,15%,3%
CCc1ccccc1NC(=O)C(C)n1nc([N+](=O)[O-])c(Br)c1C (configuration not stated),-5%,2%,13%,5%,-2%,-3%,2%,-14%
Cc1nc([N+](=O)[O-])c(Sc2nc3ccccc3[nH]2)n1Cc1ccccc1,2%,-8%,-3%,u,3%,-2%,5%,5%
Cc1ccc(-c2nc(NC(=O)c3nn(C)cc3[N+](=O)[O-])sc2C)cc1,2%,6%,i,u,0%,3%,10%,-17%
O=C(O)CCN1CC2([N+](=O)[O-])C=CC(=O)C([N+](=O)[O-])(C1)C2CC(=O)c1ccccc1 (configuration not stated),-5%,u,-6%,-2%,5%,-5%,-6%,2%
